phage Ecoli inh: E. coli growth loss with phage present; inhibition, % at 11.9 µM; growth absorbance; hit rate 0.26% among 360,000; in the data active = inhibition above about 11%
Tat export inh: blocks Tat-dependent protein export in E. coli. E. coli MC4100 TorA-mCherry Tat export, fluorescence. inhibition, % at 10 µM. hit rate 0.036% among 340,000. AID 488895;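 active = mean replicate inhibition at least 50% and at least half of replicates individually reaching 50%; inconclusive = only one of the two criteria met; inactive = neither criterion met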;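 note: exported cargo escapes ClpAP degradation while cytoplasmic cargo is degraded and loses fluorescence; 0% = median of neutral control wells and 100% = median of NaSCN control wells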
AddAB inh: less growth of phage-infected E. coli with AddAB; E. coli expressing H. pylori AddAB, absorbance growth; inhibition, % at 11.9 µM; hit rate 0.29% among 330,000; AID 435030; in the data active = inhibition above about 12%;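 note: 0% = vehicle wells of infected cells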
SR-BI uptake up: enhances SR-BI lipid uptake from DiI-HDL; CHO ldlA[mSR-BI] cells, DiI-HDL uptake fluorescence, 3 h; 100 = double the neutral-control signal; activation, % at 12.5 µM; hit rate 0.096% among 320,000; AID 504775;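 active = mean replicate activation of at least 60% and every replicate at or above 60%; inconclusive = mean or all-replicate condition met, but not both; inactive = mean below 60% and not all replicates reaching 60%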;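 note: 0% = median plate neutral-control signal and 100% = twice that signal; values of inactives mirror those of a sister screen read the other way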
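Test system: SR-BI-overexpressing, LDLR-lacking CHO cells; Medium: Ham's F12 with 0.5% BSA, HEPES 25 mM, pH 7.4; Schedule: 3 h, 37 °C; Technique: bottom-read fluorescence, 550/595 nm.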
Wnt act: activates Wnt/beta-catenin signaling in a reporter cell assay; activation, % at 9.35 µM; hit rate 1.2% among 300,000; activator, plate reader; in the data active = activation above about 30%, passing the limit was not always enough; inconclusive = no clear call, values can overlap the other calls;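 note: 0% = neutral control wells and 100% = positive control wells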
CAL PDZ FP-1: inhibitors of human CAL PDZ peptide binding. inhibition, % at 24.9 µM. purified CAL PDZ, TMR-peptide fluorescence polarization, 1 h. AID 602252. Q9HD26. hit rate 0.92% among 300,000;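 active = mean inhibition of at least 30% with at least half of replicates also reaching 30%; inconclusive = no clear call, values can overlap the other calls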;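 note: 0% = DMSO neutral control and 100% = excess unlabeled competitor peptide PRC23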
MITF act: increases MITF-driven TRPM1 promoter luciferase signal; SK-MEL-5 TRPM1-promoter luciferase, 24 h; % of positive control, neutral wells = 0; activation, % at 12.5 µM; hit rate 0.75% among 300,000; AID 588334;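 active = mean activation of at least 80% with every replicate also reaching 80%; inconclusive = mean reaches 80% but some replicate falls short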;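 note: 0% = neutral control wells and 100% = parthenolide positive control wells; values of inactives mirror those of a sister screen read the other way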
SR-BI HDL uptake: inhibitors of mouse SR-BI mediated HDL lipid uptake. Q61009. ldlA[mSR-BI] CHO cells, DiI-HDL uptake fluorescence, 3 h. inhibition, % at 12.5 µM. hit rate 0.96% among 320,000. AID 488896;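 active = mean replicate inhibition of at least 70% and a set share of replicates each scoring 70 or more; inconclusive = meets just one of the two criteria; inactive = fails both criteria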;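 note: 0% = median of neutral control wells and 100% = median of positive control wells; values of inactives mirror those of a sister screen read the other way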
Target sequence (Q61009 whole entry, looked up): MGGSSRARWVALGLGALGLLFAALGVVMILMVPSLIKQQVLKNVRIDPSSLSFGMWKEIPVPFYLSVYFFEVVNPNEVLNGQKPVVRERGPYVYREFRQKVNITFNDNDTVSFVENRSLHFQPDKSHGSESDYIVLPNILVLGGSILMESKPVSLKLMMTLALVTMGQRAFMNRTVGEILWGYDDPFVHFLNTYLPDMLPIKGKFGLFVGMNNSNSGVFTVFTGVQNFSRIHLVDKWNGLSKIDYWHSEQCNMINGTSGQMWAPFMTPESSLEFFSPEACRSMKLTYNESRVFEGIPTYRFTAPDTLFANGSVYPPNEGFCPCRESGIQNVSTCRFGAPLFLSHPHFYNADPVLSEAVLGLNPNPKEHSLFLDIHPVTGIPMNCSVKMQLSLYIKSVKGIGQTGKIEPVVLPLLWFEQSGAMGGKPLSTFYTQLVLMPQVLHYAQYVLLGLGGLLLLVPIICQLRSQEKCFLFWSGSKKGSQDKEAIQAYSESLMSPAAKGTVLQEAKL
Ecoli viability: counter-screen for AddAB inhibitors: E. coli growth inhibition; E. coli V3065 growth, OD600 absorbance, 18 h; inhibition, % at 11.9 µM; hit rate 0.27% among 330,000; AID 449728;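 active = inhibition above the campaign's mean inhibition across all tested compounds plus 3 SD, cut at about 9.9% in these data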;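 note: uninfected addAB+ strain grown without phage in ampicillin broth; 0% = DMSO wells and 100% = ciprofloxacin 0.95 µg/ml wells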
CAL PDZ FP-2: inhibitors of human CAL PDZ peptide binding; hit rate 0.02% among 330,000; inhibition, % at 20 µM; Q9HD26; AID 504414; purified CAL PDZ, TMR-peptide fluorescence polarization, 1 h;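 active = highest replicate inhibition of at least 40%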;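 note: plate controls were DMSO neutral control wells for no effect and unlabeled competitor peptide control wells for full effect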
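Read-out basis: mP drop reported as inhibition | Assay system: Tagged CAL PDZ protein CerCALP, purified | Benchmarks: Unlabelled peptide for full inhibition, DMSO wells as neutral | Schedule: 1 h incubation at room temperature before polarization reading | Buffer or medium: Sodium phosphate/NaCl buffer pH 7.4 with TCEP, IgG, Thesit | Doses: Single point, 20 µM | Measured by: Fluorescence polarization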
* = called active by the depositor; ? = inconclusive; . = no result given.

SMILES	phage Ecoli inh	Tat export inh	AddAB inh	SR-BI uptake up	Wnt act	CAL PDZ FP-1	MITF act	SR-BI HDL uptake	Ecoli viability	CAL PDZ FP-2
COc1ccc([C@H]2CC(=O)C=C(/C=C/c3ccccc3)C2)cc1OC	1.9	1	2.3	-44	-5	-2	2	44	1.1	-0.6
CC1=C(C(=O)OCc2ccccc2)C(c2ccc([N+](=O)[O-])cc2)NC(=O)N1CCCC(=O)O (centres undefined)	3.4	3	0.9	6	-4	-4	5	-6	-2.7	-1.0
CCOC(=O)N1CCN(CC(=O)Nc2cccc(Br)c2)CC1	2.7	-2	1.9	9	.	5	-5	-9	-0.4	-1.5
C=CCOc1nc(-c2ccccc2Cl)nc2ccccc12	0.8	-1	1.6	.	2	-1	.	.	-0.7	0.3
COc1ccc(NS(=O)(=O)c2ccc3c(c2)oc(=O)n3C)c(OC)c1	3.3	0	0.8	6	-3	0	-5	-6	1.9	-1.1
CC(C)=CCN1CCNC(=O)C1CC(=O)NCc1nc(C)c(C)s1 (centres undefined)	2.7	-5	0.9	9	-1	2	-5	-9	0.0	-1.2
CS(=O)(=O)c1ccc([C@@H](O)[C@@H](CO)NC(=O)C(Cl)Cl)cc1	27*	15	29*	15	4	-5	-1	-15	29*	-0.3
Cn1nc(C(=O)OCC(=O)NCCc2ccccc2)c2ccccc2c1=O	0.7	-5	0.7	7	0	.	-3	-7	-0.4	-1.1
O=C(O)c1ccccc1/C=N/NC(=S)NC1CCCCC1	1.4	-3	0.6	15	13	-7	10	-15	0.7	-1.4
C=CCC(C(=O)OC)(C(=O)OC)c1ccccc1[N+](=O)[O-]	2.2	-5	-1.4	6	2	0	-5	-6	0.0	-1.8
COc1cccc(NC(=O)Nc2cc(C(=O)NC(C)C)ccc2N2CC3CC(C2)c2cccc(=O)n2C3)c1 (centres undefined)	3.6	4	-0.8	5	0	-11	-9	-5	-2.2	-3.9
O=C(Nc1ccc(OC(=O)c2ccco2)cc1)c1ccco1	5.0	0	0.0	15	9	18	.	-15	-1.6	-0.8
COc1ccc(C(=O)NC(CCSC)C(=O)NC2CC2)cc1 (centres undefined)	2.6	8	2.5	-3	-1	1	9	3	1.8	-1.1
Nn1c(=O)[nH]c2ccccc2c1=O	0.8	3	2.4	37	-1	0	.	-37	-2.7	0.8
CCOc1ccc(NC(=O)CSc2nc(N)c(-c3ccccc3)c(=O)[nH]2)cc1	5.1	6	-1.3	11	0	-1	4	-11	-0.8	.
Cc1csc(SCC(=O)NC23CC4CC(CC(C4)C2)C3)n1	1.1	-2	2.7	11	.	-3	5	-11	2.0	-0.5
Cc1cc(C(=O)COC(=O)c2nccnc2N)c(C)n1C	5.0	-4	0.9	7	14	5	62	-7	-1.0	-1.7
Cc1ccc(C)n1NC(=O)c1ccccc1[N+](=O)[O-]	5.9	-4	4.1	-1	1	4	15	1	-0.5	0.3
CC(=O)NC1C(=O)N(CCN2CCOCC2)c2ccc(Br)cc21 (centres undefined)	2.2	-2	0.0	17	1	7	-5	-17	0.5	25
CCOc1ccc(OCC(=O)NCc2n[nH]c(=O)c3ccccc23)cc1	5.8	4	3.2	25	0	-3	-4	-25	-1.0	-2.2

Structures listed so far printed as active in phage Ecoli inh.
canonical_smiles	phage Ecoli inh	Tat export inh	AddAB inh	SR-BI uptake up	Wnt act	CAL PDZ FP-1	MITF act	SR-BI HDL uptake	CAL PDZ FP-2
CS(=O)(=O)c1ccc([C@@H](O)[C@@H](CO)NC(=O)C(Cl)Cl)cc1	27*	15	29*	15	4	-5	-1	-15	-0.3

Just CAL PDZ FP-1, for some of the entries so far:
Compound	CAL PDZ FP-1
CCOC(=O)N1CCN(CC(=O)Nc2cccc(Br)c2)CC1	5
CCOc1ccc(NC(=O)CSc2nc(N)c(-c3ccccc3)c(=O)[nH]2)cc1	-1

(continued)
SMILES	phage Ecoli inh	Tat export inh	AddAB inh	SR-BI uptake up	Wnt act	CAL PDZ FP-1	MITF act	SR-BI HDL uptake	Ecoli viability	CAL PDZ FP-2
COCCn1c(SCC(=O)N2CCc3ccccc3C2)nc2cc(Cl)ccc2c1=O	1.0	-11	1.4	-19	.	0	10	19	-3.1	-0.5
CCN(c1ccc(NC(=O)c2cccc(S(=O)(=O)N3CCN(C)CC3)c2)cc1)C(C)C	0.1	5	0.8	-30	-1	-8	-5	30	-0.6	-1.3
Cc1cc(C(=O)CN2C(=O)C(=O)N(CC(C)C)C2=O)c(C)n1C1CC1	1.2	13	-2.2	1	-3	-2	30	-1	-0.7	-0.7
Fc1ccc(-c2nc3ccccn3c2NCc2ccc3c(c2)OCO3)cc1	2.7	4	0.9	-23	-2	-11	18	23	0.9	0.9
Cc1ccc(-c2c[nH]c(=S)n2-c2ccccc2F)cc1	2.4	-1	1.0	-3	5	.	2	3	-0.6	-0.1
Cc1ccc(NC(=O)COC(=O)c2ccc(-n3cccn3)cc2)cc1C	4.5	0	2.3	28	-1	7	12	-28	-0.2	-0.2
CCN(CC)S(=O)(=O)c1ccc(C(=O)NCC(=O)NC2CC2)cc1	5.6	3	4.1	22	-3	-2	3	-22	0.4	-2.1
COc1ccccc1CNC(=O)CN1c2cccc3cccc(c23)S1(=O)=O	1.0	-9	1.6	7	17	.	11	-7	0.5	-3.3
CCn1c(CNC(=O)c2ccc(OC)c(OC)c2)nnc1SCC(=O)c1ccc(OC)cc1	0.2	-1	1.7	-47	-3	2	3	47	3.6	-0.6
COc1cccc(CNC(=O)COC(=O)c2c(C)nn(-c3ccccc3)c2Cl)c1	1.5	-4	-1.6	4	1	2	-10	-4	-2.1	-1.6
COC(=O)c1ccc(CNC(=O)Cn2cnc3c(NCc4ccccc4)ncnc32)cc1	1.2	5	1.1	-6	-3	-4	-2	6	2.3	0.1
CCOc1ccc(NC(=O)CSc2nnc(Cn3cnc4ccccc43)n2C)cc1	2.2	-2	2.0	11	.	-3	6	-11	2.5	-0.3
O=C(CCCCC(=O)NNC(=O)COc1ccccc1)NNC(=O)COc1ccccc1	1.9	-3	1.3	32	1	-1	-15	-32	-1.3	-1.8
CCCCN(C)CCNC(=O)CCn1nc(-c2ccc(C)cc2)ccc1=O	1.5	-4	-0.3	-2	1	.	-9	2	-1.7	-0.7
COc1ccc(OC)c(NC(=O)c2nnn(CC(=O)Nc3ccc4c(c3)OCO4)c2N)c1	.	-9	5.4	-24	0	0	2	24	-1.4	-2.5
Cc1ccc(C)c(OCCC(=O)OCC(=O)NC2CCCC2)c1	3.2	7	-0.7	14	-1	-1	4	-14	0.1	-2.2
COc1cccc(Cn2nnc(C(=O)NCc3ccc4c(c3)OCO4)c2N)c1	-8.4	-4	1.1	16	-6	2	47	-16	-0.5	-1.6
O=C(Nc1ccc(NC(=O)C2CC2)nc1)c1ccncc1	2.4	3	0.5	3	.	-3	1	-3	2.2	.
COC(=O)c1ccc(Nc2cc(C)nc3nc(C)nn23)cc1	2.7	2	0.6	-6	2	0	-11	6	0.5	-0.2
CC(C)CC(C(=O)O)N1C(=O)[C@@H]2[C@H](C1=O)[C@@H]1C[C@H]2C(Br)C1Br (some centres undefined)	3.9	-5	-0.7	7	0	-7	-12	-7	-1.0	-0.1
CCC(C)(C)NC(=O)/C=C/c1cnc2ccccc2n1	3.9	1	-1.9	15	?	0	16	-15	0.1	-0.8
CSc1cccc(NC(=O)C(C)NS(=O)(=O)c2ccc(F)cc2)c1 (centres undefined)	3.7	0	1.9	-25	.	.	7	25	-7.4	-2.9
Clc1ccc(-c2nn3cnnc3s2)c(Cl)c1	1.9	6	-0.2	14	.	0	-13	-14	-3.0	-1.0
CCCc1c(C)nc2ccc(OC)cc2c1SCCC(=O)O	0.1	-5	15*	6	-2	0	-6	-6	-0.7	-0.8
O=C(CSc1nnc(-c2cccnc2)n1Cc1ccco1)c1ccc2ccccc2c1	1.2	-9	3.8	-13	-8	1	.	13	-1.2	-2.9
c1cncc(CNc2ncnc3sc4c(c23)CCC4)c1	4.5	2	1.0	15	-4	-3	9	-15	3.8	-2.2
COc1cnn(-c2ccccc2)c(=O)c1SCc1ccc(Cl)c(Cl)c1	-0.3	4	0.9	-6	-9	.	2	6	2.6	-3.8
COC(=O)Cc1coc2cc(OC)ccc12	3.1	-3	0.4	16	3	0	11	-16	-1.1	-0.1
COc1ccc(Cl)cc1NC(=O)CN(C)C(=O)/C=C/c1ccco1	1.2	12	4.0	-7	0	-8	-4	7	0.6	-0.4
CCN(CC)CCOC(=O)c1c(C)n(C)c2ccc(OC)cc12	3.3	2	2.8	?	.	-1	5	-61	1.7	-1.2
C/C(=N/NC(=O)c1nnn(-c2nonc2N)c1-c1ccccc1)c1ccc2c(c1)OCO2	0.3	-3	0.3	.	-1	-9	2	.	-0.8	-1.7
CCOC(=O)C(=CNc1cc(C(F)(F)F)ccc1N1CCOCC1)C(=O)OCC	1.9	7	-0.4	-41	3	-4	-11	41	-0.7	-4.2
COc1ccc(CN(C)Cc2c(O)ccc3ccccc23)cc1	-2.0	-2	2.3	9	-3	-3	-3	-9	-1.6	-0.7
Cc1csc(NC(=O)C2CCCO2)n1 (centres undefined)	0.3	-8	2.8	29	.	-1	5	-29	-0.7	1.2
Cc1cc(C(=O)COc2ccc(Cl)cc2Br)c(C)n1C	3.0	5	1.5	-17	4	2	18	17	2.0	-0.5
COc1ccccc1CC(NC(C)=O)C(=O)NC1CCN(C(=O)Nc2cccc(F)c2)CC1 (centres undefined)	-2.2	9	.	.	1	1	-10	.	.	-2.1
C=CCNc1nc(N2CCCCC2)c(C#N)c2c1CN(Cc1ccccc1)CC2	-0.8	17	3.6	-23	-1	-3	.	23	-0.4	-1.3
CC1CCN(CCCNC(=O)c2cc3sccc3n2C)CC1	1.3	-6	2.0	27	-6	0	6	-27	0.2	0.2
COc1ccc(OC)c(CCNC(=O)CC2(CC3=NS(=O)(=O)c4ccccc4N3)CCCC2)c1	-1.6	24	-0.1	-19	-5	.	7	19	-1.3	-0.4
CC1CCCN(C(=O)COC(=O)c2cc(-c3cccs3)nn2-c2ccccc2)C1 (centres undefined)	1.5	-8	-2.6	-17	-3	-2	3	17	-3.1	-3.4
O=S(=O)(NCc1ccccc1)c1ccccc1NCc1ccc(Cl)cc1	2.0	-6	2.2	26	-2	18	-8	-26	1.2	-1.6
Cc1cccc(-c2noc(CN(C(C)C)S(=O)(=O)c3ccc(F)cc3)n2)c1	2.6	-1	2.9	-30	.	8	-14	30	-1.2	-0.7
O=C(CCC(=O)N1CCN(S(=O)(=O)c2ccc(Cl)cc2)CC1)NCc1cccc(C(F)(F)F)c1	0.1	12	.	6	-4	-4	-20	-6	.	-1.5

From PubChem
